# SSB-PriA inh: inhibitors of Klebsiella pneumoniae PriA binding to SSB C-terminal tail, primary screen, biochemical, AlphaScreen; AlphaScreen SSBct-PriA binding, biotinylated peptide; 430,000 compounds, 0.6% hits; inhibition, % at 33 µM; PriA–SSB C-terminal tail interaction (Klebsiella pneumoniae); in the data active = inhibition mostly above about 37%, no sharp cut-off; inactive = mostly below about 20%;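 note: plate controls were negative control peptide for no effect and reference peptide for full effect; strong numbers were not always called active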
# An asterisk follows results filed as active; & = joins results of further samples. Not all compounds are listed. The share of hits here may be higher or lower than overall.
SMILES,SSB-PriA inh
Cc1nccn1-c1ncc(NC(=O)c2cccc(Oc3ncccn3)c2)cn1,7
CSc1ccc(NC(C)=O)nn1,-5
Cc1cc2ncc(CCCNC(=O)c3c4ccc(Br)cc4nn3C)cn2n1,9
O=c1[nH]c2ccc(NC(=NS(=O)(=O)c3ccccc3)c3ccccc3)cc2[nH]1,12
COc1ccc(CCC(=O)NCC[C@H](O)c2cccs2)cc1,-16
O=C(Cc1c[nH]c2ccccc12)NCCNc1ccc(-n2cccc2)nn1,3
CCn1nc(C(=O)Nc2nc(-c3ccc(Cl)c(Cl)c3)cs2)cc1C,-17
C=CCn1c(-c2ccc(Br)cc2)cnc1SCC(=O)N1CCc2ccccc21,8
Cc1ccc(S(=O)(=O)N=C(Nc2c(C)n(C)n(-c3ccccc3)c2=O)c2ccccc2)cc1,-5
COC(CNC(=O)c1nc2ccccc2s1)c1ccc(Cl)s1 (stereo not given),-47
Cc1ccc(NC(=O)COc2cccc(OCCC(C)C)c2)cc1,-39
O=C(Nc1cccc(OC(F)F)c1)c1coc(NC(=O)C2CC2)n1,-13
COc1cccc([C@H](CNC(=O)C(C)(C)C)OC)c1,-1
COc1ccc(S(=O)(=O)[C@@H](CNC(=O)c2ccccc2Br)c2cccs2)cc1,-11
CCC(=O)Nc1ccc2scnc2c1,4

# Part of the list above, with each value named.
COC(CNC(=O)c1nc2ccccc2s1)c1ccc(Cl)s1 (stereo not given)
  SSB-PriA inh: -47
Cc1ccc(NC(=O)COc2cccc(OCCC(C)C)c2)cc1
  SSB-PriA inh: -39
O=C(Nc1cccc(OC(F)F)c1)c1coc(NC(=O)C2CC2)n1
  SSB-PriA inh: -13
COc1cccc([C@H](CNC(=O)C(C)(C)C)OC)c1
  SSB-PriA inh: -1

# Quoted from the results shown for reference:
SMILES,SSB-PriA inh
Cc1nccn1-c1ncc(NC(=O)c2cccc(Oc3ncccn3)c2)cn1,7
CSc1ccc(NC(C)=O)nn1,-5
Cc1cc2ncc(CCCNC(=O)c3c4ccc(Br)cc4nn3C)cn2n1,9
O=c1[nH]c2ccc(NC(=NS(=O)(=O)c3ccccc3)c3ccccc3)cc2[nH]1,12

# More structures.
SMILES,SSB-PriA inh
CCN(C(=O)CSc1nc2c(C)nn(CC)c2c(=O)n1CCc1ccccc1)c1cccc(C)c1,-19
O=C(NCc1ccccc1Cl)C(=O)NCC(c1cccs1)N1CCc2ccccc21 (stereo not given),4
O=C(CN1CCN(c2ccc3c(c2)OCCO3)C1=O)Nc1ccc2c(c1)OCO2,0
CCN(CC)CCN1C(=O)C(=O)C(=C(O)c2c(C)[nH]c(C(=O)OC)c2C)C1c1ccccc1OC (stereo not given),-19
CC(=O)C(N=Nc1ccc(C(=O)O)cc1)=C(C)O,-1
COc1ccc(OC)c(N=Cc2c(C)[nH]n(-c3ccccc3)c2=O)c1,12
COC(C)(CNC(=O)C1CCN(S(C)(=O)=O)CC1)c1ccccc1F (stereo not given),-8
Cc1nnsc1C(=O)Nc1cnc(N2CCOCC2)nc1,-5
CC(C)NC(=O)c1ccc2c(=O)n(CC3CCCO3)c(SCC(=O)c3ccc(F)cc3)nc2c1 (stereo not given),-12
CCOC(=O)c1c(NC(=O)c2ccco2)sc(C(=O)Nc2ccccc2C)c1C,-7
COCCn1c(=NC(=O)C2CCCCC2)sc2cc(S(C)(=O)=O)ccc21,-7
CC(C(=O)Nc1nc2ccc(S(C)(=O)=O)cc2s1)N1C(=O)c2ccccc2S1(=O)=O (stereo not given),3
Cc1cc(C)nc(SCc2cc(=O)c(OC(=O)/C=C/c3ccccc3)co2)n1,-4
C=C=CSc1nnc(-c2ccc(OC)c(OC)c2)n1-c1ccccc1,3
COc1cc2ccccc2cc1C(=O)N1CCNC(=O)C1(C)C,-1

# 4 of these compounds, set out differently.
> COc1ccc(OC)c(N=Cc2c(C)[nH]n(-c3ccccc3)c2=O)c1
- SSB-PriA inh: 12

> COC(C)(CNC(=O)C1CCN(S(C)(=O)=O)CC1)c1ccccc1F (stereo not given)
- SSB-PriA inh: -8

> Cc1nnsc1C(=O)Nc1cnc(N2CCOCC2)nc1
- SSB-PriA inh: -5

> CC(C)NC(=O)c1ccc2c(=O)n(CC3CCCO3)c(SCC(=O)c3ccc(F)cc3)nc2c1 (stereo not given)
- SSB-PriA inh: -12

# More results.
SMILES,SSB-PriA inh
O=C(NCCCN1CCOCC1)C(=O)NCc1cccs1,-6
CCCS(=O)(=O)N1CCCc2cc(NC(=O)Nc3cc(OC)cc(OC)c3)ccc21,-3
Cn1c(C2CCC(CNC(=O)c3cnn(-c4ccccc4)n3)CC2)nc2ccccc21 (stereo not given),-32
O=C(CCSc1ccccc1)N1C2CCC1c1cncnc1C2 (stereo not given),-11
CS(=O)(=O)c1ccc(-c2nnc(NC(=O)c3cc(Cl)ccc3Cl)o2)cc1,1
COc1ccc(CCNC(=O)Cc2csc(Nc3ccccc3)n2)cc1,5
O=[N+]([O-])c1cccc(C=NN=Cc2ccccc2)c1,3
Cn1cc(C(=O)NCc2ccc(C(=O)c3ccco3)s2)nn1,-5
O=C(NCc1ccc(F)cc1)C(=O)NCc1ccc(C(=O)c2ccco2)s1,-10
O=C(NCC1CN(c2ccccc2)C(=O)O1)C1CCCCC1 (stereo not given),9
CCSc1ccccc1C(=O)NC[C@@](O)(c1ccccc1)C1CC1,-5
O=C(CSC1CCCC1)N1CC(S(=O)(=O)Cc2ccco2)C1,-12
Cc1nc(C)c(C(=O)NN=Cc2cn(C)c3ccccc23)s1,14
O=S(=O)(NCC#CCN1CCc2ccccc2C1)c1cccnc1,-3
COc1cccc2cc(C(=O)NCC3CCN(c4nc5ccccc5o4)CC3)oc12,15
O=C(NCCOCCOCCNC(=O)Nc1ccccc1)Nc1ccccc1,-9
O=C(Nc1nc2c(s1)C(=O)NCCC2)c1ccc(Cl)s1,-4
Cc1ccc(NC(=O)ON=Cc2cccc([N+](=O)[O-])c2)cc1,-10
Cc1ccc2[nH]c3c(=O)n(CCC(=O)Nc4ccc(C)c(C)c4)cnc3c2c1,-12
CN1CCc2c1nc1ccccc1c2N,-9
CON=CC(=NNc1ccc(C)cc1)C(=O)c1ccc(OC)cc1,-2
C[C@H]1CCCCN1S(=O)(=O)c1ccc(NC(=O)c2cc(-c3ccccc3)on2)cc1,-7
COc1ccc(OCC(=O)N/N=C\c2ccc(C)cc2)cc1,-11
CC(=NNC(=O)CN1CCN(S(=O)(=O)c2ccc(Br)cc2)CC1)c1ccncc1,-10
CC(=O)N1CCN(S(=O)(=O)c2cccc(C(=O)NCc3ccco3)c2)CC1,2
O=C(NCC#CCOc1ccc2c(c1)OCO2)NCc1cccs1,-5
O=C(Cn1cccc(S(=O)(=O)N2CCCCCC2)c1=O)NCc1ccc2c(c1)OCO2,-2
CCCN1CCCc2cc(CCNC(=O)C(=O)Nc3ccc(OCC)cc3)ccc21,20
CCOc1ccc(-c2ncnn2-c2ccc(Cl)cc2)cc1,-7
O=C(NCCNC(=O)c1ccccc1Cl)c1ccc(NC(=O)C2CC2)cc1,-8&-6
O=C(Nc1nc(-c2nc3ccccc3s2)cs1)c1cc(Cl)sc1Cl,-8
COc1cc2nc(SCC(=O)Nc3ccccc3C(F)(F)F)n3nc(CCn4nc(C)cc4C)nc3c2cc1OC,0
COc1cccc2cc(-c3nnc(NC(=O)CCCS(=O)(=O)c4ccc(F)cc4)o3)oc12,7&31
O=C(Nc1nnc(SCc2ccc(Br)cc2)s1)c1c(F)cccc1Cl,-7
O=C(NCc1cccnc1)C1CSc2nccc(=O)n2C1 (stereo not given),-10
COc1ccc(Cl)cc1C(=O)Nc1c(C)nc(N(C)C)nc1C,-13
O=C(NCCN1CCN(c2ccc(F)cc2)CC1)C12CC3CC(CC(C3)C1)C2,-21
Fc1ccc(CSc2nnc(Cc3ccccc3)o2)cc1,-31
CCc1c(C)c(C#N)c2nc3ccccc3n2c1SCC(=O)Nc1cccc(C)c1,-20
CSc1ccccc1C(=O)NCCn1nc(C2CC2)n(-c2ccccc2)c1=O,-17
Cc1cc(NC(=O)Cn2c(=O)n(-c3ccc(F)cc3)c(=O)c3oc4ccccc4c32)no1,-22&3
COc1ccc(Cl)cc1NC(=O)Cn1c(=O)n(Cc2nc(-c3ccccc3)no2)c(=O)c2ccccc21,-16
CC1C(=O)N2CCCc3cc(NC(=O)C(=O)NC4CC4)cc1c32 (stereo not given),-8
CS(=O)(=O)N1CCCc2ccc(NC(=O)C(=O)NCC3CCN(C(=O)c4ccoc4)CC3)cc21,8
CC1(C)C(=O)NCCN1C(=O)c1ccc(C(=O)c2ccccc2)cc1,-7
O=C(NCc1cc(F)cc(F)c1)c1ccc(Oc2nccnc2N2CCOCC2)cc1,1
CN(C)S(=O)(=O)c1ccc(C(=O)Nc2nnc(-c3cccc(S(C)(=O)=O)c3)o2)cc1,-29
CCC(=NNC(=O)c1ccc2c(c1)OCO2)C12CC3CC(CC(C3)C1)C2,-10
N#Cc1ccc(-c2csc(NC(=O)c3cccc(NS(=O)(=O)c4ccc(Cl)cc4)c3)n2)cc1,-7&-1
O=C1OC2(CCN(C(=O)c3ccco3)CC2)c2ccccc21,-29
COCCN1CCC(CNC(=O)C(=O)Nc2ccc(C)c(F)c2)CC1,-9
COc1cccc(OCC(=O)NCC(c2ccsc2)N2CCCC2)c1 (stereo not given),-6
Cc1nn(-c2ccccc2)c(Cl)c1C=NNC(=O)CNC(=O)c1ccccc1Cl,-4
CC(=O)Nc1ccc(S(=O)(=O)N2CCC(Oc3ccc(C(F)(F)F)cn3)CC2)cc1,-9
Cc1nnc(NN=Cc2ccccc2F)n1N,-13
Cc1cc(C(F)(F)F)nc(CCNC(=O)C2CC=CCC2)n1 (stereo not given),5
O=C(CSc1nnc(NC(=O)c2cccs2)s1)NCc1ccccc1Cl,-14
CCOC(=O)c1sc2ncn(/N=C\N(C)C)c(=O)c2c1C,0
CC1CN(S(=O)(=O)c2ccc(N)cc2)CC(C)O1 (stereo not given),-17
CC(=NNC1=NCCN1)c1ccc(Cl)cc1,2
# Other records follow:
SMILES,SSB-PriA inh
Cn1nc(-c2ccccc2)cc1C(=O)Nc1cccc(-c2cnc3n2CCC3)c1,1
O=S(=O)(NCCOc1ccccc1)c1cccc(Cl)c1,-35
Cc1ccc(C(=O)NNC(=O)c2ccc(=O)n(Cc3ccc(Cl)cc3)c2)cc1C,-6
CCOc1ccc(/C=C2\SC(=S)N(CC(=O)Nc3ncc(Cc4cccc(C(F)(F)F)c4)s3)C2=O)cc1,2
O=C(NC[C@H]1CC(=O)N(c2ccc(Cl)cc2)C1)NC1CCCCC1,-6
COc1ncc(NC(=O)Nc2ccccc2Cl)cn1,-19
C[C@H]1C(=O)NCCN1C(=O)CCS(=O)(=O)c1ccccc1,-7
O=S(=O)(NCc1cccnc1-c1ccsc1)N1CCOCC1,-6
N#CC(=NO)c1nc(-c2ccccc2)cs1,4
COc1ccc(SCC2CCN(C(=O)c3c(F)cccc3Cl)CC2)cc1,-5
CC(C)S(=O)(=O)Nc1ccc2c(c1)CN(S(=O)(=O)c1ccccc1)CC2,-3
C=CCN1C(=O)C(C)(C)COc2ccc(NC(=O)c3ccccc3OCC)cc21,8
COc1ccc(C=NOCC(=O)NCc2cccs2)c(OC)c1,-13
COc1ccc(-n2ccn(CC(=O)Nc3ccc(OC)c(Cl)c3)c2=O)cc1,-13
O=C(Nc1ccccc1-c1nc2ccccc2s1)C1CCCCC1,-8
Cn1ccc(C(=O)Nc2nnc(-c3ccno3)o2)n1,16
CCc1ccc(N(C)S(=O)(=O)c2ccsc2C(=O)Nc2ccc(Oc3ccccc3)cc2)cc1,-5
COc1ccc(C)c2sc(N(CCN(C)C)C(=O)c3ccc(S(=O)(=O)N4CCCCC4C)cc3)nc12 (stereo not given),34
O=C(Oc1ccccc1Cl)c1cc(-c2ccccc2)nc2ccccc12,-9
Cn1cccc(C(=O)NCCn2ccc(-c3ccccn3)n2)c1=O,0
O=Cc1cncc2c(Cl)[nH]nc12,-15
CCOCCn1c(=NC(=O)/C=C/c2ccccc2Cl)sc2cc(C)ccc21,-20
Cc1nsc(C(=O)N2CCN(C(=O)[C@@H]3CCCO3)CC2)n1,-20
O=C(c1cnc2ccccc2n1)N(CCCN1CCOCC1)c1nc2c(F)cc(F)cc2s1,-14
CCOC(=O)CCC(=O)Nc1nnc(-c2cc(C)cs2)o1,4
Cc1cs/c(=N/N=C2CCCCC2)n1Cc1ccco1,30
Cc1cc(=O)n2c(-c3cccc(NC(=O)Nc4ccc(F)c(F)c4)c3)csc2n1,2&2
O=C(c1cnc2ccccc2n1)N1CCC(c2nnc(C3CC3)o2)CC1,-9
O=C(Cc1c(F)cccc1Cl)N1CCN(c2ccc(-n3cncn3)nn2)CC1,-7
Cc1nc2ccccc2n1CC(O)COc1ccc(C(=O)c2ccccc2)cc1 (stereo not given),-6
O=C(CCSc1ccc(Cl)cc1)N1CCC(c2nc3ccccc3s2)CC1,-1
CCOc1ccc(NC(=O)CCc2nc3sc4c(c3c(=O)[nH]2)CCCC4)cc1,-13
O=C(COc1ccc(F)cc1)NCC1CCN(Cc2cccs2)CC1,-13
S=c1[nH]nc(-c2cc(-c3ccccc3)n[nH]2)n1N=Cc1ccccc1,13
Cc1nc(C)c(CNC(=O)Cc2ccc(Br)cc2)s1,5
CCOc1ccccc1NC(=O)CSc1nnc2cc(C)c3ccccc3n12,-12
COc1cc2[nH]c3c(=O)n(CC(=O)NCc4ccco4)cnc3c2cc1OC,-8
O=C(c1ccccc1Br)N1CCN(c2ncnc3c2nnn3-c2cccc(F)c2)CC1,19
COc1ccc(OC)c2sc(N(CCCN(C)C)C(=O)c3ccno3)nc12,0
Cn1nc(C2CC2)cc1N1CCN(C(=O)c2ccccc2S(=O)(=O)C(F)F)CC1,-3
COc1cccc(NC(=O)NCC(O)(c2ccccc2)C(F)(F)F)c1 (stereo not given),-12
Nc1sc(-c2ccccc2)cc1C(=O)Nc1ccc(F)cc1,-6
